# Screening results deposited in PubChem by Broad Institute.
# PGC1a acetyl inh: lowers PGC1a acetylation signal in U2OS cells; AlphaScreen anti-acetyl-lysine; with virally co-expressed GCN5 acetyltransferase; inhibition, % at 15.6 µM; hit rate 0.17% among 350,000; AID 651687;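 active means every replicate shows inhibition of at least 40%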;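 further: 0% = neutral control wells and 100% = positive control wells; some results beyond the cut were filed as inactive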
# miR-122 sensor: blocks miR-122 activity in Huh7 sensor cells. Huh7 miR-122 Renilla luciferase sensor, 48 h; neutral wells = 0, positive control = 100. activation (reporter increase), % at 12.5 µM. hit rate 0.3% among 340,000. AID 602342;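 active means mean replicate activation score at least 90 and every replicate individually at or above 90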;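 further: higher luciferase means less miR-122 activity so hits act as miR-122 inhibitors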
# RAD54 branch: blocks human RAD54 Holliday junction branch migration. inhibition, % at 10.4 µM. hit rate 0.14% among 360,000. FAM/BHQ fluorescence. Q92698;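 active means mean normalized replicate activity at least 40 and at least half of replicates scoring 40 or more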;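 further: 0% = median of neutral control wells and 100% = median of positive control wells; inhibitors cause a drop in the FAM fluorescence signal; in these data hits start at about 50%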
# E-selectin induc: induces E-selectin expression in human endothelial cells; P16581; HUVEC E-selectin immunofluorescence imaging; normalized: neutral wells 0, TNF-alpha wells 100; activation, % at 7.58 µM; hit rate 0.37% among 260,000;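 active means mean E-selectin-positive cell signal at least 10% of the positive control, reached in at least 60% of replicates, without over 20% cell loss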;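 further: in these data hits start at about 27%; measured in HUVEC primary endothelial cells; signal is the percent of cells scored E-selectin positive by PE staining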
# Target sequence (P16581 whole entry, looked up): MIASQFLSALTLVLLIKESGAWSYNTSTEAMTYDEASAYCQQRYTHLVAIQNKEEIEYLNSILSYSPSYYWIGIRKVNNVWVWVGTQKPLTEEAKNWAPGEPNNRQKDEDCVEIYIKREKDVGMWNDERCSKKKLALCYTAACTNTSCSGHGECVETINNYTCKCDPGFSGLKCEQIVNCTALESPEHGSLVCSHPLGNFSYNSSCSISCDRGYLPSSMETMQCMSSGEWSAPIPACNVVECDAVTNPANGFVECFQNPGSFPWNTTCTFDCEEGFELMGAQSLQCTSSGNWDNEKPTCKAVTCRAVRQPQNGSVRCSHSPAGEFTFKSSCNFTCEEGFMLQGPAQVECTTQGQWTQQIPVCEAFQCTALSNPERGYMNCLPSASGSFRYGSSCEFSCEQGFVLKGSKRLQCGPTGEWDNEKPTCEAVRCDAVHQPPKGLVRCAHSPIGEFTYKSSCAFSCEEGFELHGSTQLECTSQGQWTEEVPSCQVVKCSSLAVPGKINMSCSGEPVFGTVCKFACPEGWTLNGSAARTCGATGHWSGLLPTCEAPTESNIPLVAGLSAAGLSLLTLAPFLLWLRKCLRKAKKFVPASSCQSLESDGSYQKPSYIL
#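 material = human umbilical vein endothelial cells (HUVEC), E-selectin induction | quantity = 3,000 cells/well | medium = EGM-2 growth medium on 0.1% gelatin-coated wells | technique = immunofluorescence imaging | read-out basis = % PE-positive cells | control set = TNF-alpha positive control, DMSO neutral control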
# ERAP1 inh: blocks human ERAP1 aminopeptidase activity; AID 652197; hit rate 0.15% among 340,000; inhibition, % at 10.7 µM; recombinant ERAP1, Leu-AMC fluorescence, 60 min;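 active means mean replicate inhibition of at least 30%, or all replicates individually reaching that 30% level; inactive means mean below 30% and not every replicate reaching it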;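 further: 0% = neutral control wells and 100% = L-leucinethiol positive control wells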
# RAD52 anneal inh: blocks human RAD52 DNA annealing | inhibition, % at 18.7 µM | hit rate 0.46% among 360,000 | AID 651710 | recombinant RAD52 DNA annealing, FRET fluorescence;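 active means every replicate showing at least 50% inhibition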
# Target sequence (P43351 whole entry, looked up): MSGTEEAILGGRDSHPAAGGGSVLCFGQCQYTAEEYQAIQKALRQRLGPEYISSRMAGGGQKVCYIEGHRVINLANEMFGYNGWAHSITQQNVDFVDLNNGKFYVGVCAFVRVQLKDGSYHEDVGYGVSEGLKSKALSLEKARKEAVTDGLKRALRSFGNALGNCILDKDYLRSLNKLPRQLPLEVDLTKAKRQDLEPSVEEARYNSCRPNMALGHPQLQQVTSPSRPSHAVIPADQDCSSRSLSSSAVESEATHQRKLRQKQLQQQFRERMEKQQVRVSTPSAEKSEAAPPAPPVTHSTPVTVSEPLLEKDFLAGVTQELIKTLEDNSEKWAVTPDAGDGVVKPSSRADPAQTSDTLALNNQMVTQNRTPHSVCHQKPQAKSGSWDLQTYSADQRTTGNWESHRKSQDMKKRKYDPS
# PglD DTNB: PglD (C. jejuni) enzyme inhibition. purified PglD enzyme, DTNB colorimetric CoA detection. inhibition, % at 12.5 µM. hit rate 0.098% among 360,000. AID 602405; in the data active means inhibition above about 16%, passing the limit was not always enough; further: strong numbers were not always called active
# Cneo AK release: Cryptococcus neoformans lysis via adenylate kinase release; C. neoformans lysis, adenylate kinase release luminescence, 4 h; normalised: neutral wells 0, clomiphene wells 100; lysis activity, % at 15 µM; hit rate 0.2% among 360,000; AID 651654;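 active means mean lysis activity across replicates of at least 80%, whatever share of replicates individually reach that level; inactive means mean lysis activity below 80%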
#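 Schedule: static 4 h at 37 °C with compound, 1 h detection; system: C. neoformans cells; benchmarks: Clomiphene as positive control; buffer or medium: fresh YPD medium; measure: luminescence rise reflecting yeast cell lysis; measured by: luminescent adenylate kinase detection reagent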
# Active calls of the source: *; · = not tested or not shown; & = joins results of further samples; [ ] = dose if it differs, or a comment.
# Values run as follows: RAD52 anneal inh	miR-122 sensor	Cneo AK release	ERAP1 inh	PglD DTNB	E-selectin induc	RAD54 branch	PGC1a acetyl inh
- O=C(CC1C(=O)NCCN1Cc1cccc(Oc2ccccc2)c1)NCc1cccnc1 (configuration not stated)
 : -24	2	1	0	0	-3.0	0	·
- COc1ccc(NC(=O)c2cc(-c3ccc(C)cc3)on2)cc1
 : -15	16	0	1	1	·	-10	-6
- CCCNC(=O)C1CCN(S(=O)(=O)c2ccc(Br)cc2)CC1
 : ·	0	-1	·	-2	·	-5	-5
- O=C(NCCN1CCCC1)[C@@H]1[C@@H](CO)[C@@H]2Cn3c(cccc3=O)[C@@H]2N1C(=O)c1ccccc1
 : -26	-1[16.7 µM]	-2	-1	-2	-0.2	9	2
- CCN(C(=O)Nc1ccccc1OC)c1c(N)n(Cc2ccccc2)c(=O)[nH]c1=O
 : ·	-1	-13	·	7	·	-1	5
- CCN(CC)c1ncn(Cc2c(Cl)cccc2Cl)c2ncnc1-2
 : ·	-5	3	·	5	·	-9	6
- CC(C)(C)c1ccc(C(=O)NNC(=O)c2ccncc2)cc1
 : -13	-9	1	2	0	0.2	5	10
- CC(C)(O)C#Cc1cccc(-c2nc(C(=O)N3CCN(Cc4ccccc4)CC3)cc3c2[C@@H](CCO)N(S(=O)C(C)(C)C)C3)c1 (some centres not stated)
 : 7	·	-5	10	6	-0.1	0	·
- Cc1cccc(NC(=O)CC2S/C(=N/c3nccs3)N(C)C2=O)c1 (configuration not stated)
 : ·	-2	2	·	-13	·	-4	3
- C[C@H]1CN([C@@H](C)CO)C(=O)c2cc(NS(=O)(=O)c3cn(C)cn3)ccc2O[C@H]1CN(C)Cc1ccc(-c2ccccc2)cc1
 : 15	1[16.7 µM]	0	-3	4	0.3	-1	6
- C[C@@H]1CN([C@@H](C)CO)C(=O)c2cc(Br)cnc2O[C@H]1CN(C)C(=O)c1ccc(F)cc1
 : 2	-2[16.7 µM]	-6	2	1	-0.1	-2	-10
- c1ccc(N2CCN(c3ccccc3)C2c2cccs2)cc1
 : ·	-4	-1	·	10	·	10	-11
- Cc1noc(C)c1NC(=O)N(C)C[C@H]1Oc2ccc(NC(=O)CCC(F)(F)F)cc2CC(=O)N([C@H](C)CO)C[C@H]1C
 : 9	-3[16.7 µM]	2	-2	-1	0.0	2	13
- Cc1ccc(OCC(=O)Nc2c(C)nn(-c3ccccc3)c2C)c(Br)c1
 : -8	·	2	4	5	·	-12	·
- C[C@H]1CN([C@@H](C)CO)C(=O)c2cccc(NC(=O)c3ccc(-c4nccs4)cc3)c2O[C@@H]1CN(C)Cc1ccc(C(=O)Nc2ccccc2N)cc1
 : 9	3[16.7 µM]	1	3	0	18	14	0
- COc1cccc(NC(=O)C[C@@H]2CC[C@@H]3[C@H](COc4ccc(NC(C)=O)cc4C(=O)N3C)O2)c1
 : 8	4[16.7 µM]	-2	-1	-3	-0.1	-9	18
- CN1C[C@H]2[C@@H](c3ccccc31)[C@H](CO)N2C(=O)Nc1cccc(F)c1
 : -2	-7[16.7 µM]	6	-2	1	-0.4	16	-10
- CCCCNC(=O)C1(C)CCC(=O)N1CCOC (configuration not stated)
 : -11	7	2	-1	-8	-0.1	8	3
- O=C(Cc1n[nH]c(=O)c2ccccc12)Nc1cc(C(F)(F)F)ccc1-n1cncn1
 : -5	0	0	13	4	·	-8	4
- O=C(C1CC1)N1CC2(C1)[C@H](c1ccccc1)[C@H](CO)N2S(=O)(=O)c1ccccc1
 : -15	·	·	-4	·	0.1	·	2
- C/C(CC(=O)Nc1ccc(Cl)c(C(F)(F)F)c1)=N\NC(=O)c1cccc(O)c1
 : ·	-13	10	·	4	·	-10	·
- CN1c2ccc(-c3cccc(C#N)c3)cc2[C@@H]2[C@@H](CCN2C(=O)C2CC2)[C@H]1CO
 : 16	·	·	-2	·	0.0	·	-2
- C[C@]12CC(O)C3C(CCC4=CC(=O)CC[C@@]43C)C1CCC2c1csc(-c2ccccc2)n1 (some centres not stated)
 : -11	-2	-10	0	-2	·	8	·
- Cc1cc(OCC(=O)Nc2ccccc2C(N)=O)c2c(C)cc(=O)oc2c1
 : 2	3	-3	-1	1	·	-22	-2
- CCCCC(c1nnnn1CS(=O)(=O)c1ccc(C)cc1)N1CCC(C(N)=O)CC1 (configuration not stated)
 : -6	·	3	4	-1	0.1	-5	·
- COc1cc(Br)c(C(=O)c2nccc3cc(OC)c(OC)cc23)cc1OC
 : 38	1	2	6	2	·	33	7
- Cc1ccc(S(=O)(=O)N(C)C[C@@H]2OCCCC[C@H](C)Oc3ccc(NC(=O)c4ccncc4)cc3C(=O)N([C@H](C)CO)C[C@@H]2C)cc1
 : 13	5[16.7 µM]	10	0	9	-0.1	-5	-12
- O=S(=O)(NCC1CC1)c1ccc(F)c(Cl)c1
 : 2	·	0	2	-1	-0.1	6	3
- COCC(=O)Nc1ccc2c(c1)OC[C@@H](C)N(C(=O)CC1CC1)C[C@@H](C)[C@H](OC)CN(C)C2=O
 : 3	·	-2	-3	-3	-0.3	-9	-4
- Nc1ccc(C(=O)O)c(O)c1
 : -7&-19&-21	1&2&1	-6&0&1&-1	1&-6&-5	-2&0&-1&-1	0.1&-0.2&0.0	4&-7&-4&2	·
- CCCCCCCCNC1=CC(=O)CC(C)(C)C1
 : -12	-3	9	5	-4	0.3	-2	0
- Nc1c(C=C2C=CC(=O)C=C2)c(=O)nc2sc(CC(=O)N3CCCC3)nn12
 : -58	-11	0	0	3	·	-9	3
- Cc1ccc(OCc2nnc(SCC(=O)CC(=O)Nc3ccccc3)o2)cc1
 : ·	-6	6	·	-10	·	4	9
- Cc1c(/C=N/n2cnnc2)c2ccccc2n1C
 : ·	8	0	·	-1	·	-10	0
- C=CCNC(=S)N1CCN(c2ccc([N+](=O)[O-])cc2)CC1
 : -17	-8	2	3	-2	-1.0	4	-14
- COc1ccccc1NC(=O)N[C@H]1CC[C@@H](CCNS(=O)(=O)c2ccc(F)cc2)O[C@@H]1CO
 : 9	·	1	3	-4	-2.9	3	-5
- COc1cccc(NC(=O)C[C@H]2CC[C@H]3[C@@H](COc4ccc(NC(=O)C5CCOCC5)cc4C(=O)N3C)O2)c1
 : -13	0[16.7 µM]	1	-1	-3	0.4	3	4
- COc1ccc2c3c(n(C)c2c1)[C@H](CO)N(C(=O)Cc1ccccn1)CC31CCN(C)CC1
 : 3	·	·	12	·	-0.1	·	10
- COc1ccc(C(CNC(=O)COc2ccccc2OC)N(C)C)cc1OC (configuration not stated)
 : ·	4	-2	·	-1	·	-4	0
- CN1C(=O)c2cccc(NCCCCCCN3C(=O)c4ccccc4C3=O)c2C1=O
 : ·	6	1	·	-7	·	-16	-16
- O=C(CO)c1c[nH]c2ccccc12
 : -1	-3	-1	1	5	·	-12	4
- O=C(O)c1ccc(-c2ccco2)n1Cc1ccccc1
 : ·	1	2	·	-1	·	-7	3
- C[C@@H]1CN([C@H](C)CO)C(=O)c2cc(NS(=O)(=O)c3ccc(Cl)cc3)ccc2O[C@@H](C)CCCCO[C@@H]1CN(C)C(=O)CCC(F)(F)F
 : 20	10[16.7 µM]	-7	1	3	1.3	3	7
- COc1ccc(N(CC(=O)Nc2nc3ccc(C)cc3s2)S(=O)(=O)c2c(C)nn(C)c2C)cc1
 : -13	2	-2	5	4	-0.5	4	·
- O=C(CN1CCOCC1)NCC[C@@H]1CC[C@H](NC(=O)c2ccccc2F)[C@@H](CO)O1
 : -3	·	13	-2	0	0.0	-5	5
- O=C1Nc2cc(Cl)c(Cl)cc2N(O)N1c1ccc(Cl)cc1
 : -5	4	1	12	1	·	-16	0
- COc1ccc([N+](=O)[O-])cc1N/C(=N/S(=O)(=O)c1ccccc1)c1ccccc1
 : -14	21	6	-2	-3	·	-1	-19
- CN1C(=O)c2cc(NS(C)(=O)=O)ccc2OC[C@H]2O[C@@H](CC(=O)NCc3ccc(-c4ccccc4)cc3)CC[C@H]21
 : 11	·	-3	2	3	-0.1	-3	·
- Cc1ccc2c(c1)c1c3n2CCN(C=O)C3CCC1 (configuration not stated)
 : -12	-4	-5	0	1	·	-3	-12
- COc1ccccc1NC(=O)Nc1nc(CC(=O)Nc2cc(F)ccc2F)cs1
 : -37	8	5	0	-3	-0.1	-10	·

# Next section
# Values run as follows: RAD52 anneal inh	miR-122 sensor	Cneo AK release	ERAP1 inh	PglD DTNB	E-selectin induc	RAD54 branch	PGC1a acetyl inh
- CCCCn1c(N)c(N(CCOC)C(=O)c2cc(=O)[nH]c3ccccc23)c(=O)[nH]c1=O
 : -10	-3	1	2	0	·	-7	5
- O=C(c1cnccn1)N1CC2(C1)[C@H](c1ccccc1)[C@@H](CO)N2C(=O)c1ccccc1
 : -38	·	·	-3	·	0.1	·	2
- COc1cccc2c3c(c(=O)[nH]c12)CCC(C)(C)O3
 : ·	-4	-1	·	-3	·	-5	-5
- COc1cc(C(=O)O/N=C2\C=CC(=O)C(C)=C2)cc(OC)c1OC
 : ·	-2	2	·	-7	·	6	-44
- CO[C@@H]1CN(C)C(=O)c2ccc(NC(=O)C3CC3)cc2OC[C@@H](C)N(CC2CC2)C[C@@H]1C
 : 20	·	52	-4	3	-0.2	5	-9
- Cc1ccc(C)c(N2CCN(C(=O)c3cc(S(=O)(=O)N4CCOCC4)cn3C)CC2)c1
 : -3	-4	-2	-1	0	-0.2	8	11
- CC1(C(=O)NS(=O)(=O)c2ccc(Cl)cc2)CCN1C(=O)Cc1ccsc1 (configuration not stated)
 : -20	-1	0	-2	-4	-0.1	-1	5
- COc1ccc(S(=O)(=O)N(C)C[C@H]2Oc3ccc(NS(C)(=O)=O)cc3CC(=O)N([C@H](C)CO)C[C@@H]2C)cc1
 : 4	-7[16.7 µM]	12	0	3	·	8	8
- CCC1CCCCN1C(=O)CSc1nc(N)c(NC(=O)c2ccc(OC)c(OC)c2)c(=O)[nH]1 (configuration not stated)
 : -12	·	6	5	1	·	-4	·
- CC(=O)c1cccc(NC(=O)c2cc(-n3cnnc3)ccc2Cl)c1
 : ·	-3	2	·	-4	·	-2	-10
- FC(F)(F)c1nc2ccccc2[nH]1
 : -1	-6	1	3	6	5.6	-12	3
- COC(=O)c1cn(NC(=O)c2ccc([N+](=O)[O-])cc2Cl)c(=O)c2ccccc12
 : -14	4	1	-2	·	0.5	-5	-15
- C[C@H]1CN([C@@H](C)CO)C(=O)Cc2cc(NC(=O)Cc3cn(C)c4ccccc34)ccc2O[C@@H]1CN(C)Cc1ccc(C(=O)O)cc1
 : -23	10[16.7 µM]	5	-3	2	-4.2	7	3
- O=C(CSc1ncccc1C(=O)O)c1ccccc1
 : ·	1	4	·	8	·	-9	-5
- COc1cccc(/C=C2\SC(=O)N(CCC(=O)NNC(=O)c3cccc(Cl)c3)C2=O)c1
 : -9	4	-2	-3	6	·	-4	-9
- CC(=O)c1ccc(N2CCN(S(=O)(=O)c3cccc4nonc34)CC2)cc1
 : -8	-8	-3	1	-5	-0.4	3	34
- COc1ccc(C(=O)NCC(=O)N/N=C/c2ccc(C)o2)cc1OC
 : 2	1	-1	-2	2	-0.1	-6	·
- O=C(C[C@@H]1C[C@H]2c3cc(NS(=O)(=O)c4ccccc4)ccc3O[C@H]2[C@@H](CO)O1)NC1CCCCC1
 : 2	-1[16.7 µM]	-1	-1	-5	-0.1	-5	-3

# Of the compounds above, 2 have a furan ring, fused or not.
# Values run as follows: RAD52 anneal inh	miR-122 sensor	Cneo AK release	ERAP1 inh	PglD DTNB	E-selectin induc	RAD54 branch	PGC1a acetyl inh
- O=C(O)c1ccc(-c2ccco2)n1Cc1ccccc1
 : ·	1	2	·	-1	·	-7	3
- COc1ccc(C(=O)NCC(=O)N/N=C/c2ccc(C)o2)cc1OC
 : 2	1	-1	-2	2	-0.1	-6	·
